# Source: PubChem
# RECQ1 helicase – qHTS Assay for Inhibitors of RecQ-Like Dna Helicase 1 (RECQ1) | RECQ1 DNA unwinding, red fluorescence kinetic read | Potency, µM (doses to about 57.3 µM), for the others: top-dose activity, negative = inhibition, hits mostly inhibitors | actives 0.54% (n = 240,000);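 note: plate controls were vehicle for no effect and no enzyme for full effect; nearly all actives have a fitted effect of over 30% in size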
#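 50 nM RECQ1T1 preincubated 15 min with compound in Tris pH 8.0 buffer with MgCl2, DTT, Tween-20 and 2.5 ug/ml poly(dI-dC); started with 200 nM TAMRA/BHQ-2 forked duplex and 2 mM ATP. Unwinding read as fluorescence (525/598 nm), two reads 2 h apart.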
# Tau fluor cs – Counterscreen qHTS for Inhibitors of Tau Fibril Formation, Fluorescence Polarization; Potency, µM (top dose mostly 57.7 µM), inactives show at the top dose activity change, negative = decrease; tau K18 P301L Alexa594 fluorescence, heparin fibrillization; actives 0.93% (n = 280,000); note: % is set by controls: 0 for no effect and ±100 for the full control effect; nearly all actives have a fitted effect of over 55% in size
#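 Human tau K18 P301L (15 uM unlabeled, 0.24 uM Alexa 594-labeled) in 100 mM sodium acetate pH 7 with 20 uM heparin, 6 hr at 37 C. ThT 30 uM added, 1 hr ambient; Alexa 594 FP and total fluorescence read at 555/632 nm.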
# TR SRC2 fluor cs – Total Fluorescence Counterscreen for Inhibitors of the Interaction of Thyroid Hormone Receptor and Steroid Receptor Coregulator 2; Potency, µM (doses to about 106 µM), without a hit: at the highest dose fluorescence change, negative = quenching; TRb/SRC2 Texas Red total fluorescence interference; actives 0.29% (n = 280,000); active = well fitted curve in either direction with a large enough effect; inconclusive = small, poorly fitted or top-dose-only effect; note: % is set by controls: 0 for no effect and ±100 for the full control effect
#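 Human TRβ ligand-binding domain (0.6 uM) and Texas Red SRC2 peptide (20 nM) in Tris buffer with 1 uM T3 and 5% DMSO were incubated with pinned compound for 5 hr at ambient temperature. Total fluorescence was computed as S + 2P (555/632 nm).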
# L3MBTL1 block – qHTS Assay for the Inhibitors of L3MBTL1; AlphaScreen L3MBTL1–H3K9me1 peptide binding; actives 0.66% (n = 230,000); Potency, µM (top dose mostly 57.1 µM), for the others: top-dose activity, negative = inhibition, actives largely listed as inhibitors; AID 485360, 2010; Lethal(3)malignant brain tumor-like protein 1 (Homo sapiens), Q9Y468; note: % is set by controls: 0 for no effect and ±100 for the full control effect; nearly all actives have a fitted effect of over 60% in size
#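 L3MBTL1 50 nM + b-AHA-H3(1-15)K9me1 75 nM, 30 min RT; compound added, 30 min RT; streptavidin donor/Ni-chelate acceptor beads 10 ug/mL each final, 30 min RT dark; AlphaScreen read.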
# Tau FP inhib – qHTS for Inhibitors of Tau Fibril Formation, Fluorescence Polarization; Microtubule-associated protein tau (Homo sapiens), P10636; K18 P301L tau heparin fibrillization, Alexa594 FP, 6 h; Potency, µM (highest dose often 57.7 µM), for the others: top-dose activity, negative = inhibition, usual class: inhibitors; actives 0.39% (n = 280,000); AID 1468, 2008; note: % is set by controls: 0 for no effect and ±100 for the full control effect; nearly all actives have a fitted effect of over 55% in size
# Target sequence (P10636 561-689 P618L limits assumed): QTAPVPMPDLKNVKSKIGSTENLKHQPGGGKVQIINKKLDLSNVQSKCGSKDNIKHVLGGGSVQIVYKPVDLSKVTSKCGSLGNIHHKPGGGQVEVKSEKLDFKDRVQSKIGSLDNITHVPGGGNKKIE
#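 Heparin (20 uM) drove fibril formation of recombinant tau K18 P301L, 15 uM unlabeled with 0.24 uM Alexa 594 label, for 6 hr at 37 C in 100 mM sodium acetate pH 7. Fluorescence polarization (555/632 nm) read 1 hr after 30 uM ThT.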
# HTT cytoprotect – qHTS Multiplex Assay to Identify Dual Action Probes in a Cell Model of Huntington: Cytoprotection (ATP); PC12 HTT-Q103 induced, cytoprotection, ATP luminescence, 40 h; Potency, µM (highest dose often 56.4 µM), for the others: cytoprotection (ATP increase), most hits filed as activators; actives 0.14% (n = 230,000); AID 1471, 2008;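 note: % of control where 0% means no effect; nearly all actives have a fitted effect of over 45% in size; toxic huntingtin expression switched on by the ecdysone agonist tebufenozide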
#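 ATP quantification (ATPlite) reports survival of PC12 cells in which tebufenozide, 100 nM final, switches on Htt exon 1 with 103 glutamines linked to GFP; compounds are titrated.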
# Tau fibril ThT – qHTS for Inhibitors of Tau Fibril Formation, Thioflavin T Binding; recombinant tau K18 P301L (four-repeat tau fragment), heparin-induced fibrillization, ThT fluorescence; actives 2.1% (n = 270,000); Potency, µM (series often up to 57.4 µM), without a hit: at the top dose activity, negative = inhibition, most hits filed as inhibitors; Microtubule-associated protein tau (Homo sapiens), P10636; note: % is set by controls: 0 for no effect and ±100 for the full control effect; nearly all actives have a fitted effect of over 55% in size
#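 Recombinant human tau K18 fragment […] carrying P301L, 15 uM unlabeled plus 0.24 uM Alexa 594-labeled, was fibrillized with 20 uM heparin in 100 mM sodium acetate pH 7 for 6 hr at 37 C; 30 uM ThT fluorescence read after 1 hr.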
# TRb SRC2 PPI – qHTS for Inhibitors of the Interaction of Thyroid Hormone Receptor and Steroid Receptor Coregulator 2; Thyroid hormone receptor beta (Homo sapiens), P10828; TRbeta-SRC2 peptide binding, fluorescence polarization; receptor liganded with 1 µM T3; Potency, µM (titrated, usually from 106 µM), for the others: at the top dose activity change, negative = inhibition, hits mostly inhibitors; actives 0.065% (n = 280,000); AID 1469, 2008;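 note: plate controls were bound peptide for no effect and peptide without receptor for full effect; nearly all actives have a fitted effect of over 50% in size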
# Target sequence (P10828 whole entry, looked up): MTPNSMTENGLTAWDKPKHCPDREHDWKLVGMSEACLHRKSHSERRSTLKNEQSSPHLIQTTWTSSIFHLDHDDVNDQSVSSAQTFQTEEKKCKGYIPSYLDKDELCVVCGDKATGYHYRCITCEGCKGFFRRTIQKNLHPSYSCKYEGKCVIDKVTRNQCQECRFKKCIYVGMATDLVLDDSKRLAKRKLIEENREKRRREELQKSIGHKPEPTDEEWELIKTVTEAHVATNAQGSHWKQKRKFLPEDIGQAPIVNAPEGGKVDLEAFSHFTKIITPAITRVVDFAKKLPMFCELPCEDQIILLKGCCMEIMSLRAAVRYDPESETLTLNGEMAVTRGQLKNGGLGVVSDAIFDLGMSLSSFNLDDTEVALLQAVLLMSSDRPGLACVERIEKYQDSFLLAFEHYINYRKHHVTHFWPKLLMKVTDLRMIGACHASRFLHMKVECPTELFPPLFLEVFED
#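 Each compound concentration gave % activity, normalized to unbound and bound Texas Red SRC2 controls, from polarization read after 5 hr ambient incubation with T3-loaded human TRb LBD.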
# Numbers without * were called inactive; i = inactive; ? = inconclusive; / = not tested or not shown; & = joins results of further samples; [ ] = dose if it differs, or a comment. Unless noted, calls come from the whole dose curve; as a rule, active = well fitted curve in the direction sought with a large enough effect; inconclusive = small, poorly fitted or top-dose-only effect, or another doubt; inactive = no such curve, though single readings can be large; an effect the other way counts as inactive or inconclusive. Potency is the fitted concentration of half-maximal effect. An excerpt; count on the stated rates, not on these rows.
SMILES,RECQ1 helicase,Tau fluor cs,TR SRC2 fluor cs,L3MBTL1 block,Tau FP inhib,HTT cytoprotect,Tau fibril ThT,TRb SRC2 PPI
O=C(COC(=O)Cn1cnc2ccccc2c1=O)Nc1ccc(Cl)c(C(F)(F)F)c1,5%,-26%,-2%,5%,?,/,7%,-5%
O=C(CSc1ccccn1)N1CCc2ccccc21,1%,-11%,-2%,?,1%,-125%[inhibitor],?,-2%
Cc1ccc(COc2ccc(/C=N/O)cc2)cc1,-5%,3%,-6%,6%,-2%,18%[10 µM],3%,11%
COc1ccc(C(=O)NCCn2cc(SCC(=O)Nc3cccc(C)c3)c3ccccc32)cc1,/,?,9%,/,?,/,?,6%
COc1ccc(CCNC(=O)CSc2nnc3ccccn23)cc1,-5%,7%,0%,4%,6%,-2%,-1%,-3%
CCOc1ccc(C(c2c(O)cc(C)n(CCOC)c2=O)N2CCN(c3ccc(F)cc3)CC2)cc1 (configuration not stated),/,1%,0%,/,-8%,/,?,8%
COc1cc(/C=N/n2nnnc2Nc2ccccc2)cc(OC)c1OC,-13%,?,-3%,1%,-15%,-4%[10 µM],-5%,2%
COc1ccc(N(C(=O)/C=C\C(=O)Nc2ccc(C)cc2)C(C(=O)NCc2ccco2)c2ccc(C)cc2)cc1 (configuration not stated),/,-16%,-2%,/,-2%,/,5%,-5%
Cc1cccc(Nc2nc(N)nc(-c3oc4ccccc4c3C)n2)c1,-6%,?,-4%,-2%,?,2%[10 µM],?,17%
CC1=C(/C=C/C(C)=C/C=C/C(C)=C\CO)C(C)(C)CCC1,i,-25%,1%,/,-12%,7%,?,-1%
CCN(CC)S(=O)(=O)c1ccc(N2CCOCC2)c(NC(=O)Cc2cccc3ccccc23)c1,-23%,-12%,-1%[53 µM],-15%,-2%,?,-8%,3%[53 µM]
Cc1c(NC(=O)c2ccccc2F)cccc1-c1nc2cccnc2s1,/,?,-2%,/,?,/,-4%,5%
Cc1cc(OCCOc2cccc3cccnc23)cc(C)c1Cl,i,-7%,-2%,/,-2%,-1%,-16%,-1%
Cc1nonc1NC(=O)CSc1nnc(-c2ccoc2C)n1-c1cccc(Cl)c1,0%,-20%,2%,-2%,-4%,-1%[1.9 µM],-4%,-15%
CCOC(=O)COn1c(=O)c(=O)n(OC)c2ccccc21,-14%,2%,-2%,-1%,-5%,11%,2%,-11%
CCc1cc2c(-c3ccccc3)cc(=O)oc2c(CN2CCOCC2)c1O,-6%,-6%,-1%,18%,4%,-6%[0.074 µM],-4%,2%
C=CCN1C(c2ccccc2)=CS/C1=C(\C#N)c1nnc2n1CCCCC2,-10%,5%,0%,8%,8%,-12%,-2%,-17%
O=C(CSCc1ccco1)Nc1cc(C(F)(F)F)ccc1N1CCOCC1,-18%,-23%,-3%,-14%,?,-14%,?,-19%
CCCN(CCC)C(=O)CSc1nc2n[nH]c(C)c2c(=N)n1-c1ccc(OCC)cc1,-6%,-1%,1%,-25%,1%,-16%,-5%,10%
CCOC(=O)N1CCN(c2cc(N3CCN(CC)CC3)c(F)cc2[N+](=O)[O-])CC1C (configuration not stated),6%,-5%,-2%,-2%,-5%,-29%,?,10%
COc1cc(C2C(=O)N(C3CCCCC3)CC(=O)N2C2CCCC2)ccc1OC(C)C (configuration not stated),/,-3%,-1%,/,-1%,/,2%,2%
O=C(Cn1nnc(-c2ccc(Cl)cc2)n1)NC1CC2CCC1C2 (configuration not stated),-7%,-14%,0%,9%,-1%,-5%,3%,4%
CCOC(=O)C(O)(C1C(=O)CC(C)(C)CC1=O)C(F)(F)F (configuration not stated),-10%,-4%,-2%,6%,-13%,-11%,?,-10%
COc1cccc(C(=O)NC(=S)Nc2ccccc2N2CCCC2)c1,-4%,?,1%,-14%,5%,-4%[10 µM],?,-6%
O=S(=O)(NCc1ccco1)c1ccc(S(=O)(=O)N2CCCC2)cc1,i,9%,-10%,45%[activator],7%,-34%[10 µM],6%,-2%
Nc1cccc(CCc2nc3cc4ccccc4cc3[nH]2)c1,0%,-23%,-1%,-23%,9%,-14%[10 µM],?,5%
COc1cc(C(=O)O/N=C2\C=CC(=O)C(C)=C2)cc(OC)c1OC,7%,?,-3%,6%,-17%,-113%[inhibitor],?,-3%
CCC(CC)NC(=O)c1cc(OC)c(OC)c(OC)c1,-1%,1%,1%,2%,-1%,-8%,1%,-3%
CC(=O)OC[C@H]1O[C@@H](O/N=C(\C)CCN2CCCCc3nc(C)c(C)cc32)[C@H](OC(C)=O)[C@@H](OC(C)=O)[C@H]1OC(C)=O,-5%[11.5 µM],-1%[11.6 µM],1%[11.2 µM],/,-4%[11.6 µM],7%[10 µM],1%[11.5 µM],-6%[11.2 µM]
Cc1csc(NC(=O)CSc2nnc3ncccn23)n1,-4%,2%,1%,4%,-3%,4%,0%,-9%
Cc1nn(-c2ccc(F)cc2)c(-n2cccc2)c1C(=O)N1CCN(c2ccc(F)cc2)CC1,/,-2%,0%,/,-4%,/,0%,-4%
COc1ccc(CCNc2nc(-c3cccnc3)cs2)cc1OC,8%,-7%,-2%,-6%,0%,-51%[inhibitor],?,-15%
CC(C)(C)c1ccc(CN2C3=NCCCN3c3ccccc32)cc1,-2%,-3%,1%,8%,-5%,-2%[1.9 µM],-5%,-4%
CC(=O)Nc1ccc(Nc2cc(C)nc3c(-c4ccc(Cl)cc4)c(C)nn23)cc1,-9%,?,-9%,22%,-9%,-10%[1.9 µM],-15%,2%
CC(Cc1ccccc1)NC(=O)C1(c2ccccc2)CCOCC1 (configuration not stated),-3%,3%,-3%,/,4%,17%,3%,0%
COC(=O)Nc1nc2ccc(-c3n[nH]c(=O)c4ccccc34)cc2[nH]1,-1%,-14%,0%,0%,-2%,/,-5%,-3%
Cc1ccc(CSCCNC(=O)c2ccc(Cl)c(S(=O)(=O)N3CCOCC3)c2)cc1,2%,?,-1%,/,10%,-15%,?,1%
CCOC(=O)c1c(C)sc(-c2c(-c3cccc(Cl)c3)[nH]c3c2c(=O)n(C)c(=O)n3C)c1O,/,?,-22%,/,9%,/,-18%,10%
O=C(CC1SC(N2CCCCC2)=NC1=O)Nc1cccc(C(=O)O)c1 (configuration not stated),-3%,-3%,-1%,3%,-13%,-20%,-1%,1%
COc1ccc(C2/C=C\CN(S(=O)(=O)/C=C/c3ccccc3)[C@H](Cc3ccccc3)C(=O)N2Cc2ccc(F)cc2)cc1 (some centres not stated),-12%,1%,0%,/,-8%,-4%[10 µM],-5%,2%
COc1ccc(S(=O)(=O)N(C)C)cc1NS(=O)(=O)c1ccc(F)c(F)c1F,8%,4%,-1%,-11%,4%,-11%[10 µM],6%,0%
Cc1ccc(NC(=O)C[n+]2cc(-c3ccc(C)cc3)n3c2CCC3)cc1,1%,-1%,-3%,7%,-3%,8%[10 µM],-3%,2%
CCC1(CC)NC(=O)N(CC(=O)Nc2ccc(S(=O)(=O)N3CCOCC3)cc2)C1=O,-8%,3%,0%,-12%,3%,/,4%,9%
NC(=O)c1c(NC(=O)COC(=O)c2ccc(S(=O)(=O)Nc3ccccc3)cc2)sc2c1CCCC2,-5%,-27%,-2%,6%,?,/,-5%,-1%
COc1ccc(CCC(=O)NCCc2csc(-c3ccc(C(F)(F)F)cc3)n2)cc1,/,-16%,1%,/,-3%,/,-14%,-15%
Cc1ccc(N2NC3(CCN(C(N)=O)CC3)NC2=O)cc1,i,7%,0%,4%,6%,-41%,-6%,4%
O=C(CCCN1C(=O)c2ccccc2C1=O)N1CCCCC1,-5%,0%,1%,12%,0%,13%[1.9 µM],-6%,-10%
CCCc1[nH]nc2c1C(c1cc(OC)cc(OC)c1)C(C#N)=C(N)O2 (configuration not stated),i,-18%,1%,/,-5%,11%[10 µM],-12%,-14%
Cc1c(=O)n(OCc2ccccn2)c2ccccc2[n+]1[O-],-2%,-13%,0%,/,4%,0%[0.074 µM],-17%,-4%
COc1cc(C(=O)Nc2ccc([N+](=O)[O-])cn2)cc(OC)c1OC,2%,2%,1%,-2%,-1%,-1%[0.074 µM],-3%,-5%
CC(C)NCC(O)c1ccc(NS(C)(=O)=O)cc1 (configuration not stated),-7%&-4%&5%&-5%,-5%&-7%&-7%,-3%&-3%&-2%&-2%,/,0%&-3%&0%,39%&-16%,-5%&-5%&-6%,-5%&5%&3%&0%
CCCNC(=O)COC(=O)c1ccccc1OCC(=O)Nc1ccc(Br)cc1,i,5%,1%,13%,-3%,35%[10 µM],-1%,2%

# Entries of single compounds, looked up by structure. Order of screens: RECQ1 helicase | Tau fluor cs | TR SRC2 fluor cs | L3MBTL1 block | Tau FP inhib | HTT cytoprotect | Tau fibril ThT | TRb SRC2 PPI
# `COc1cccc(C(=O)NC(=S)Nc2ccccc2N2CCCC2)c1` in the list: -4% | ? | 1% | -14% | 5% | -4%[10 µM] | ? | -6%
# `O=C(CSc1ccccn1)N1CCc2ccccc21` in the list: 1% | -11% | -2% | ? | 1% | -125%[inhibitor] | ? | -2%
# `Cc1ccc(CSCCNC(=O)c2ccc(Cl)c(S(=O)(=O)N3CCOCC3)c2)cc1` in the list: 2% | ? | -1% | / | 10% | -15% | ? | 1%
